# Lung fibro prol: blocks proliferation of human lung fibroblasts; LL 47 human lung fibroblast viability, ATP luminescence; hits give low values; viability, % at 10 µM; 1.1% of 85,000 active; AID 719;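 active = viability at or below 50% in the single dose screen; inactive = viability above 50%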;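 also: compound exposure lasted 72 h before the ATP readout; 100% = median luminescence of untreated cell-only wells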
#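 Test system: LL 47 human lung fibroblasts / Quantity: 1,150 cells in each well / Medium: IMEM growth medium with 15% fetal bovine serum / Incubation: 72 h compound exposure at 37 °C after overnight plating / Detection: CellTiter-Glo luminescence measuring cellular ATP / Read-out: % viability versus median cells-only luminescence / Benchmarks: cell-only wells, no compound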
# H69AR growth 86K: growth inhibitors of human H69AR lung tumor cells | AID 598 | viability, % at 10 µM | H69AR lung tumor viability, ATP luminescence, 72 h; hits give low values | 6% of 85,000 active;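 active = viability at or below 40%; inactive = viability above 40%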;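 also: multidrug resistant small cell line overexpressing MRP-1 efflux transporter; 100% = mean luminescence of untreated control wells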
# sEH activator: increases human soluble epoxide hydrolase activity. P34913. purified human sEH enzymatic activity, activator screen. activation, % at 2 µM. 0.04% of 91,000 active; in the data active = activation above about 37%; also: values of inactives mirror those of a sister screen read the other way
# Target sequence (P34913 whole entry, looked up): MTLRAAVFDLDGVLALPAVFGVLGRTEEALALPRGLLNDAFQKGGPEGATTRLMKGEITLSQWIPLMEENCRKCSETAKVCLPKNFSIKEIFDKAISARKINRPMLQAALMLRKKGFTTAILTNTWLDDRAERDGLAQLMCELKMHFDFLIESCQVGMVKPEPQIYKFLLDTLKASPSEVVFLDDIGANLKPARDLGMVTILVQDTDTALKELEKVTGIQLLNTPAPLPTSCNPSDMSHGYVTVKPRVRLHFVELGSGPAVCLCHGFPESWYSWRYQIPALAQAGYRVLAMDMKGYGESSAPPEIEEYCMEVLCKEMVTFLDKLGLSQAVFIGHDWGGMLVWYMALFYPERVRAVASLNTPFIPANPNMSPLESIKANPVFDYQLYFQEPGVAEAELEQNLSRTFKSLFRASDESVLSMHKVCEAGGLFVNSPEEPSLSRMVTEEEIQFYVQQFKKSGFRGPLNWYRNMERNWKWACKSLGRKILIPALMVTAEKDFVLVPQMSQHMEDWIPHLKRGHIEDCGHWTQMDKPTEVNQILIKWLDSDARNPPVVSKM
# HUVEC inhibit: inhibitors of human endothelial cell proliferation | HUVEC proliferation, CellTiter-Glo luminescence, 72 h; hits give low values | viability, % at 10 µM (by protocol) | 1.1% of 86,000 active | AID 648;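 active = viability at or below 30%; inactive = viability above 30%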;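 also: 100% = median luminescence of DMSO-only cell control wells on each plate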
# LYP act: increases human PTPN22 phosphatase activity. Q9Y2R2. recombinant LYP, DiFMUP fluorescence; 0 = plate median, 100 = signal doubled. activation, % at 2 µM. 0.11% of 96,000 active. AID 697;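 active = activation at 2 µM above a set limit, the mean plus 5 SD, cut at about 37% in these data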
# sEH inhibitor: inhibitors of human soluble epoxide hydrolase | P34913 | inhibition, % at 2 µM | recombinant human sEH enzymatic activity assay | 0.34% of 91,000 active; in the data active = inhibition above about 80%; also: values of inactives mirror those of a sister screen read the other way; many of its hits are not listed in these tables
# S1P2 ag: activates the human S1P2 receptor | S1P2-expressing cell line, agonist reporter read-out | activation, % at 4.5 µM | 0.46% of 97,000 active | AID 729; in the data active = activation above about 16%;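 also: 0% = vehicle low control and 100% = maximal reference agonist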
# Target sequence (O95136 whole entry, looked up): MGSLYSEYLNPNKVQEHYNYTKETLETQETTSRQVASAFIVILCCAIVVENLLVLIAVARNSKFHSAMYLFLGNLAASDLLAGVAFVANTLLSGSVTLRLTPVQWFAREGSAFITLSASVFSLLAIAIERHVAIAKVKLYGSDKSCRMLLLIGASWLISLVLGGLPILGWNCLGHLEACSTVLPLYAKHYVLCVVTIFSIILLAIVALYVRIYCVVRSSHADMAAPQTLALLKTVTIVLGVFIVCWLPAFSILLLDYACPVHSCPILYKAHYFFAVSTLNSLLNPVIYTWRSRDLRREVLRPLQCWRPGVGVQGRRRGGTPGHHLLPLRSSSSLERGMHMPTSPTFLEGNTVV
# PostGolgi ctrl: inhibits growth of the yeast control strain; efflux-deficient yeast background strain, growth absorbance A615, 16 h; inhibition, % at 10 µM; 5% of 98,000 active; in the data active = inhibition above about 30%
# S1P2 blocker: S1P2 (human) receptor antagonism | O95136 | cell-based S1P2 antagonist assay, inhibition at 5 uM | inhibition, % at 5 µM | 0.21% of 97,000 active | AID 736; in the data active = inhibition above about 45%;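 also: CRE beta-lactamase reporter cells expressing human S1P2 stimulated with S1P; 0% = agonist at EC80 alone and 100% = agonist plus reference antagonist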
# Starred values were filed as active, the others as inactive; / = not tested or not shown.
canonical_smiles,Lung fibro prol,PostGolgi ctrl,S1P2 ag,sEH activator,S1P2 blocker,H69AR growth 86K,sEH inhibitor,LYP act,HUVEC inhibit
Cc1cc(C(=O)Nc2c(C)nn(Cc3c(Cl)cccc3Cl)c2C)no1,93.4,32.5*,-5.1,-3.4,11.7,109.5,5.0,2.2,98.9
COc1ccccc1OCCCCN1CCN(c2ccccc2OC)CC1,96.8,4.4,-6.5,-0.3,15.4,75.0,0.5,1.6,57.5
N#Cc1cn(Cc2ccccc2)c2ccccc12,86.6,18.6,-3.4,-12.8,-12.8,93.5,13.1,1.3,46.1
Cc1ccc2c(CC(=O)NCC3COc4ccccc4O3)coc2c1 (configuration not stated),96.3,5.7,/,/,/,96.9,/,/,95.2
COCC(=O)Nc1nc2n(n1)C(c1ccccc1Cl)CC(c1ccc(OC)cc1)N2 (configuration not stated),104.0,8.5,-1.8,16.8,-10.9,99.1,-18.3,-7.0,102.2
CCOC(=O)c1c(C)[nH]c(C(=O)Nc2ccc3c(c2)OCO3)c1C,119.4,7.5,-4.7,/,6.8,68.0,/,13.6,88.6
Cc1ccc(C(=O)NC2CCCCC2)cc1,99.5,4.2,-2.6,14.9,12.4,90.0,-15.2,-6.2,99.7
COc1ccc(NC(=O)C(C)Oc2ccc(/C(C)=N\O)cc2)cc1 (configuration not stated),96.3,8.4,-1.1,6.4,-3.2,93.4,-2.5,9.4,96.4

# A draw from above in order of formula weight, highest first:
canonical_smiles,Lung fibro prol,PostGolgi ctrl,S1P2 ag,sEH activator,S1P2 blocker,H69AR growth 86K,sEH inhibitor,LYP act,HUVEC inhibit
Cc1cc(C(=O)Nc2c(C)nn(Cc3c(Cl)cccc3Cl)c2C)no1,93.4,32.5*,-5.1,-3.4,11.7,109.5,5.0,2.2,98.9
COc1ccccc1OCCCCN1CCN(c2ccccc2OC)CC1,96.8,4.4,-6.5,-0.3,15.4,75.0,0.5,1.6,57.5
CCOC(=O)c1c(C)[nH]c(C(=O)Nc2ccc3c(c2)OCO3)c1C,119.4,7.5,-4.7,/,6.8,68.0,/,13.6,88.6
Cc1ccc(C(=O)NC2CCCCC2)cc1,99.5,4.2,-2.6,14.9,12.4,90.0,-15.2,-6.2,99.7

# The results go on:
canonical_smiles,Lung fibro prol,PostGolgi ctrl,S1P2 ag,sEH activator,S1P2 blocker,H69AR growth 86K,sEH inhibitor,LYP act,HUVEC inhibit
O=C(CSc1nc2ccccc2o1)Nc1ccccc1N1CCCCCC1,97.4,21.2,15.1,-1.6,-7.2,65.5,2.2,3.3,104.2
COc1ccc(-c2nsc3c(SCC(=O)Nc4cc(C)ccc4C)ncnc23)cc1,/,0.1,-3.0,-2.1,9.8,/,0.9,1.5,/
S=c1[nH]nc(COc2ccc3c(c2)OCO3)n1-c1ccccc1,97.7,1.8,-4.5,-4.5,-20.0,37.4*,7.8,-5.5,93.1
COc1ccc(C2=NOC3(CC(=O)N(c4ccc(Cl)cc4)C3=O)C2)c(OC)c1 (configuration not stated),103.6,-0.1,-7.2,0.4,17.7,86.1,3.0,3.4,105.4
CCCNc1nc(N2CCOCC2)nc(N2CCOCC2)n1,95.2,-3.4,-5.0,-3.6,21.7,102.0,2.9,-4.8,103.5
O=C(CSc1nc2c(cnn2-c2ccc(F)cc2)c(=O)[nH]1)N1CCCCC1,/,16.1,-7.6,5.8,18.5,/,-6.1,5.3,/
Cc1ccc(-c2nn(-c3ccccc3)cc2/C=C(\C#N)c2cccc(C#N)c2)o1,76.6,27.9,-0.4,-4.0,-4.0,40.2,6.5,8.0,81.3
CCOCCCNC(=O)CSc1ccccc1,101.5,0.0,-4.0,2.0,-23.8,92.5,0.0,9.2,108.7
O=C(NCc1ccco1)Nc1cccs1,110.5,-0.3,-2.1,-4.9,3.0,79.2,6.4,37.4*,89.6
CC(=O)c1c(C)[nH]c(C(=O)OCn2nnc3ccccc3c2=O)c1C,92.4,23.1,2.5,4.8,-4.9,92.8,-0.7,7.8,98.1
C=CCn1c(SCC(=O)NCCCC)nc2scc(-c3ccco3)c2c1=O,93.0,9.7,-4.4,-1.6,-4.1,87.1,-0.9,-5.7,91.7
CN(CCCC(=O)Nc1ccncc1)S(=O)(=O)c1ccc(Cl)cc1,96.7,19.3,-4.4,-2.5,37.2,91.2,0.5,-1.5,95.8
CCOc1ccc(C)cc1S(=O)(=O)NC1CCCCC1,96.4,1.9,-6.1,5.1,-7.8,102.3,-5.8,3.4,79.2
COc1cccc(NC(=O)N2CCN(c3ccc(C(F)(F)F)cn3)CC2)c1,/,11.7,-3.7,-9.0,-7.3,100.2,8.6,1.8,111.9
CCCCc1c(O)nc(SCC(=O)NCC2CCCO2)[nH]c1=O (configuration not stated),103.1,1.1,/,/,/,100.6,/,/,103.1
Cn1c(=O)c2c(nc(SCC(=O)NCc3ccco3)n2C)n(C)c1=O,100.0,21.2,-1.5,4.4,-14.7,95.4,-4.8,1.7,92.0
O=C(O)c1cccc(NS(=O)(=O)c2ccc3nnn(O)c3c2)c1,/,0.5,-4.5,-6.8,-11.5,83.1,8.0,2.1,104.9
Cc1cc(C)c2cc(CN(CCO)Cc3nnnn3Cc3ccc(F)cc3)c(=O)[nH]c2c1,103.1,-0.6,-10.3,0.7,12.7,56.7,0.3,1.2,90.4
CCCCc1ccc(NC(=O)N[C@H](C(=O)O)C(C)C)cc1,93.8,7.4,-12.9,-7.3,3.7,90.4,6.0,-0.8,100.7
Cc1ccccc1NC(=O)c1ccccc1O,105.9,12.3,-6.5,-4.8,-7.7,83.7,2.7,0.5,96.9
CC(C)(C)c1ccc(-c2nc(C#N)c(NCc3ccncc3)o2)cc1,88.3,26.8,-4.4,-5.8,3.9,67.4,3.2,-7.9,75.2
Cn1c(=O)n(CC(=O)NCc2cccnc2)c2ccccc21,104.5,-2.1,-6.8,0.5,1.0,91.4,0.1,-0.2,84.7
O=C1CC(SC(=NCc2ccc3c(c2)OCO3)Nc2ccccc2)C(=O)N1c1ccccc1 (configuration not stated),105.3,41.2*,-5.9,-9.4,-1.6,95.3,11.6,0.0,83.8
COc1ccc(C(=O)NC(=O)N2CCCCC2)cc1,107.5,-1.5,-4.4,5.8,16.8,93.6,-6.3,0.3,104.2
Cc1cc(NC(=O)COC(=O)c2cccc(S(=O)(=O)N3CCOCC3)c2)no1,108.0,-5.2,-5.1,-6.1,26.1,103.1,5.6,0.9,110.3
CCc1ccccc1NC(=O)c1nnn(CC(=O)Nc2cccc(C)c2C)c1N,88.9,-3.1,-4.0,9.3,8.0,88.1,-11.9,-8.4,90.1
COc1ccc(C(=O)N2CCCC(C(=O)N3CCCCCC3)C2)cc1 (configuration not stated),102.2,20.4,-3.8,-11.1,-4.2,71.4,8.5,-2.9,117.4
CSc1nnc2n(Cc3ccccc3)c(=O)c3c4c(sc3n12)COC(C(C)C)C4 (configuration not stated),97.5,26.1,-5.7,-15.2,8.3,86.5,14.4,-9.9,86.4
Cc1ccc(N2C(=S)N=C(Nc3ccccc3C)C23CCOC(C)(C)C3)cc1 (configuration not stated),60.8,19.8,-10.8,7.6,-2.6,89.5,-4.7,-4.5,92.4
CCCC(=O)c1c[nH]c(C(=O)NCCCN2CCOCC2)c1,/,-5.5,-4.7,0.1,2.4,/,0.4,0.1,/
CN(CC(=O)Nc1ccc(C#N)cc1)Cc1ccc(Cl)cc1,101.7,3.2,/,/,/,97.5,/,/,96.1
CC1(C)CC(=O)C2=C(C1)OC(=O)C2(NC(=O)c1cccs1)C(F)(F)F (configuration not stated),97.1,5.1,-0.4,3.1,5.3,96.8,-3.1,0.9,95.0
Cc1ccc2cccc(S(=O)(=O)Nc3ccc4c(c3)OCO4)c2n1,97.9,12.9,-6.8,-0.5,6.9,104.8,0.6,-8.7,107.3
Cn1c(=O)c(NC(=O)c2ccccc2)c2n(c1=S)CCCCC2,101.0,14.0,-4.9,-3.3,12.3,96.1,2.1,7.5,105.0
O=C(Nc1ccc(S(=O)(=O)N2CCCCC2)cc1)c1ccncc1,89.5,3.1,-1.2,-34.0,-6.3,/,33.6,-0.5,105.5
Nc1nc(-c2ccc3c(c2)NC(=O)CO3)cs1,/,3.9,-5.9,-0.8,-3.0,/,-1.3,7.5,/
CCCc1nc(N)c(C#N)c(-c2cccnc2)c1CC,88.1,15.4,0.3,/,-44.9,68.2,/,10.2,90.9
Cc1cc(C)c(S(=O)(=O)NCCn2ccc3ccccc32)c(C)c1,101.2,56.9*,-6.4,5.4,21.7,80.6,-7.1,-8.9,92.5
C/C=C/CSc1nc2c(c(=O)[nH]c(=O)n2C)n1C(C)C,91.1,-2.9,2.1,-5.0,-4.9,86.4,6.0,-0.7,94.0
COc1cc(NC(=O)CSc2ncnc3c2cnn3Cc2ccccc2)cc(OC)c1,97.4,-15.0,-3.3,-2.6,11.7,89.5,1.7,-0.8,85.3
CC1CCCC(C)N1CCCNC(=O)Cn1cc2c(n1)CCCC2 (configuration not stated),101.5,5.0,-3.6,3.7,-0.6,91.1,-3.0,2.0,95.5
Cc1nc2ccccn2c1C(=O)NCCCN1CCOCC1,96.9,11.2,-0.1,4.2,-5.8,94.9,-2.7,-4.5,113.4
COc1ccc(NC(=O)CN(C)S(=O)(=O)c2ccc3c(c2)OCCO3)c2ncccc12,107.2,20.1,-8.7,-8.0,20.0,88.3,6.0,-7.0,93.5
CSc1n[nH]c(NCc2ccccc2)n1,96.4,1.8,-4.6,-5.8,-13.3,94.1,9.1,-7.3,88.8
COc1ccc2[nH]cc(C(=O)N3CCCCC3)c(=O)c2c1,100.9,22.1,-12.4,5.5,-6.4,101.5,-3.3,5.4,103.3
CCOc1ccc2nc(SCC(=O)c3cccs3)sc2c1,107.0,10.8,1.0,-0.8,-15.8,97.3,5.0,0.6,116.5
CCc1nnc2sc(-c3ccc(NC(=O)CSc4ccc(Cl)cc4)cc3)nn12,107.2,/,2.3,-34.9,-6.5,81.6,35.0,-1.2,86.7
COc1ccc(NC(=O)CN(C)S(=O)(=O)c2ccc(Cl)cc2)cc1Cl,100.1,7.8,-8.1,-0.7,19.6,76.3,0.6,-1.1,95.0
Nc1cc(S(=O)(=O)C(F)(F)F)ccc1C(=O)O,105.1,-1.1,1.1,-1.9,13.0,108.4,1.9,-4.0,94.0
O=C(c1cn(-c2ccccc2)nc1-c1cccs1)N1CCN(c2ccccn2)CC1,92.6,53.6*,-7.5,4.5,28.2,61.1,-5.8,-1.2,79.9
Cc1ccc(OCC(=O)Nc2cccc3c2CCCC3)cc1C,/,/,6.7,-2.2,4.1,/,1.2,-4.2,/
Cc1ccc(-c2nc(-c3cccnc3)no2)cc1,104.6,29.2,-2.2,1.4,7.7,109.9,-5.0,-6.6,106.1
Cc1cc2c(c(N3CCOCC3)n1)C(=O)OC2,107.6,-9.8,-1.2,-4.0,-38.6,101.2,4.9,2.6,103.6
O=C1c2ccccc2COc2ccc(O)cc21,103.9,-0.4,-6.8,9.5,17.0,84.7,-10.7,-1.9,94.2
CCc1ccc(C(=O)CSc2ncn[nH]2)cc1,105.3,1.0,-4.6,1.1,7.1,103.0,-1.9,-1.5,95.9
O=C(Nc1cccc(NC(=O)N2CCN(c3ccccc3)CC2)c1)N1CCN(c2ccccc2)CC1,/,1.5,-8.4,-12.0,28.2,/,10.8,5.1,/
O=Cc1ccc2noc(-c3ccc(Cl)cc3)c2c1,104.9,1.9,-3.6,3.0,-33.1,38.5*,-0.7,3.4,80.5
CCOC(=O)N1CCC(C(=O)Nc2ccc(OCC)cc2)CC1,97.2,7.1,/,/,/,77.9,/,/,96.3

# Not all compounds are listed (hit frequency here may not be typical).
